# Screening results deposited in PubChem by several laboratories.
# GSK3beta inhib – human GSK3beta kinase inhibitors, primary screen, biochemical, cell-free homogeneous, HTS. Glycogen synthase kinase-3 beta (Homo sapiens), P49841. GST-GSK3beta kinase, ADP-Glo luminescence, 60 min; active compounds read low. activity score (negative = inhibition), % at 10 µM. actives 0.038% (n = 300,000);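 active means more than half of replicate wells score below -50%, meaning over 50% inhibition versus plate controls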;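 further: 0% = median DMSO wells and -100% = median GW8510 positive control wells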
# Target sequence (P49841 whole entry, looked up): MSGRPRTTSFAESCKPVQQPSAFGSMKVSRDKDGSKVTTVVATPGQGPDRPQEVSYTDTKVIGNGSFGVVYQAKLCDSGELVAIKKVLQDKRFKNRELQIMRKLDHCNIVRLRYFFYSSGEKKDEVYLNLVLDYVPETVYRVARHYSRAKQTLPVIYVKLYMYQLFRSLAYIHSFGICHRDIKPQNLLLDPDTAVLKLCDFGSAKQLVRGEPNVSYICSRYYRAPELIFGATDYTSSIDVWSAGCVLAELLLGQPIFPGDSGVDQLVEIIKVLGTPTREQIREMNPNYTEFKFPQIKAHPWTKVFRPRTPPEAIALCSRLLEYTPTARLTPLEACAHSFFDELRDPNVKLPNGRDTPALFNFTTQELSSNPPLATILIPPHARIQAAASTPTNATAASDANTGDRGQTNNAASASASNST
#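 test system = GST-tagged human GSK3beta kinase, cell-free | reagent = 25 µM ATP with peptide substrate | dosing = one dose of 10 µM per compound | schedule = 60 min reaction, RT | detection = luminescent ADP-Glo measurement of ADP formed | control set = DMSO neutral wells and GW8510 at 20 µM as positive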
# HSP90 inh – HSP90 inhibitors, primary screen, cell lysate, luminescence; AID 1789, 2009; Heat shock protein HSP 90 (rabbit reticulocyte lysate; luciferase refolding); Rabbit reticulocyte lysate, luciferase refolding luminescence, 3 h; actives 0.91% (n = 290,000); inhibition, % at 5.6 µM;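 active means inhibition above the screen-wide mean plus 3 SD, computed separately per campaign, cut at about 16% in these data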;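 further: 0% = DMSO wells and 100% = 60 µM geldanamycin wells; inhibitors lower the luminescence because luciferase stays unfolded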
# HSF1 activator – HSF-1 activators, primary screen, NIH3T3-HGL cells, MG132 stress, luminescence, single point; actives 1.7% (n = 300,000); activation, % at 9 µM; NIH3T3-HGL HSF-1 luciferase reporter, 8 h; 100% = twice DMSO control signal;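 active means mean replicate activation of at least 50% with a set share of replicates each reaching 50%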;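 further: 0% = median of the neutral control wells and 100% = twice that signal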
# aSyn UTR inh – MLPCN primary screen, SNCA 5' untranslated region | alpha-synuclein 5'UTR reporter, inhibitor activity | inhibition, % (tested at 7.5 µM) | actives 0.82% (n = 300,000); in the data active means inhibition above about 60%;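 further: H4 neuroglioblastoma cells stably carrying SNCA 5'UTR luciferase fusion; 0% = DMSO wells and 100% = positive control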
# PolyA inhibitor – polyadenylation inhibitors in yeast reporter cells, primary screen, luminescence, S. cerevisiae; S. cerevisiae SKY197-pL101 polyadenylation reporter, beta-gal luminescence; efflux-impaired pdr1/pdr3 knockout yeast; score 100 = 6 SD above DMSO; calls only at 12 µM; actives 0.02% (n = 300,000); AID 1875, 2009;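 active means lowest replicate activity score at least 50, where 100 means six control SD above control mean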;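 further: yeast exposed to compound for 9 h at 30 °C; higher score means more reporter readthrough which indicates perturbed polyadenylation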
# AI-2 QS modul – Vibrio harveyi AI-2 quorum sensing modulators, primary screen, JMH597 strain, luminescence/OD600 ratio; Vibrio harveyi JMH597 AI-2 luminescence/OD600 ratio, 9 h; active compounds read low; strain lacks LuxN and CqsS sensors; 0 = neutral-control median; activity change, % at 7.5 µM; actives 0.4% (n = 300,000); in the data active means activity change below about -75%, passing the limit was not always enough;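 further: luminescence divided by OD600 gain over 9 h not by final OD600 alone; inactives centre near 13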
# KLF5 inhibitor – KLF5 expression inhibitors, primary screen, DLD-1 cells, luminescence; DLD-1 KLF5 promoter-luciferase reporter; inhibition, % at 5 µM; actives 0.23% (n = 290,000);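 active means inhibition above a per-plate limit of that plate's mean compound inhibition plus 3 SD, cut at about 60% in these data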;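 further: 0% = DMSO wells and 100% = LY294002 at 200 µM; higher means less KLF5 promoter-driven luciferase light; inactives centre near -14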
# HSF1 inhib – HSF1 inhibitors in luciferase reporter cells, primary screen, cell-based, NIH3T3, luminescence. NIH3T3-HGL HSE-luciferase, MG132-induced, luminescence 8 h; active compounds read low. activity change, negative = inhibition, % at 7.5 µM (by protocol). actives 0.77% (n = 300,000);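 active means more than half of replicate wells show activity change below -50%, luminescence cut by over half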;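 further: luciferase reports HSF-1 transcriptional activity via heat shock element; 0% = median of DMSO wells and -100% = zero luminescence signal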
# GSK3 alpha inh – blockers of GSK3A enzyme activity – biochemical, luminescence, cell-free homogeneous, HTS, primary screen. GSK-3 alpha kinase, ADP-Glo luminescence, 60 min. inhibition, % at 10 µM. actives 0.1% (n = 320,000). AID 2650, 2010;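 in the data active means inhibition above about 50%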;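 further: GST-tagged GSK-3 alpha with peptide substrate and 25 µM ATP; 0% = DMSO neutral wells and 100% = GW8510 positive control wells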
# Target sequence (P49840 whole entry, looked up): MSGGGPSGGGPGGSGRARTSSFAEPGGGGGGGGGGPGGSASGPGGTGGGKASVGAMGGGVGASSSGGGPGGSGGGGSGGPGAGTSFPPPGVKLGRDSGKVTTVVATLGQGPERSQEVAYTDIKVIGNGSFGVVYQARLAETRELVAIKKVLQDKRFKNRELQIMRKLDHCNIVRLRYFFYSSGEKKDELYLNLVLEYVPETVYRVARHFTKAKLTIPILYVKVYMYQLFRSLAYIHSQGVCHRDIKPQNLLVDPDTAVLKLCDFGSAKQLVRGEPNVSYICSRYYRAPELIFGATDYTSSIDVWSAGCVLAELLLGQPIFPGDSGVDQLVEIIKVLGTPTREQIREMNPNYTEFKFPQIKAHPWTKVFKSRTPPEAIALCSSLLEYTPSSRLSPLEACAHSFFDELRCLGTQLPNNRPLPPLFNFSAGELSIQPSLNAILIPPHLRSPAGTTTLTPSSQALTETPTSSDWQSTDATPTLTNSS
# IEC-6 tox – cytotoxicity in IEC-6 intestinal epithelial cells, primary screen, cytotoxicity control for KLF5 inhibitor project, cell-based, luminescence; AID 1825, 2009; inhibition, % at 5 µM; IEC-6 cytotoxicity, luminescence viability; actives 0.78% (n = 290,000); in the data active means inhibition above about 22%;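 further: 0% = plate median of test compound wells and 100% = cytotoxic reference compound wells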
# Starred values were filed as active, the others as inactive; i = inactive; nt = not tested or not shown. An excerpt; rates above refer to the full screens.
SMILES,GSK3beta inhib,HSP90 inh,HSF1 activator,aSyn UTR inh,PolyA inhibitor,AI-2 QS modul,KLF5 inhibitor,HSF1 inhib,GSK3 alpha inh,IEC-6 tox
Cc1cc(=O)n2c(C(=O)Nc3ccc(C)c(C)c3)c(C(=O)Nc3ccccc3)sc2n1,2,-3,5,-35,i,8,-30,-2,-4,-9
COc1ccccc1NC(=O)c1cc(=O)[nH]c2ccccc12,0,-2,-19,30,i,17,0,0,0,10
O=c1c2ccccc2cnn1-c1ccc(Br)cc1,-25,3,30,-35,nt,26,-149,26,-5,0
O=C(Oc1ccc(Cl)cc1)N1CCCCC1,-26,2,16,-110,i,22,-14,5,-3,-2
O=C(O)c1cc(NCc2c(F)cccc2Cl)ccc1N1CCOCC1,2,1,6,4,i,8,-17,-8,-1,-9
COc1cccc(/C=N/NC(=O)CC(C)O)c1OC/C=C/c1ccccc1 (stereo unspecified),4,-2,16,-6,i,1,-21,8,3,3
c1ccc2c(CNc3ccc(CNc4ncn[nH]4)cc3)cccc2c1,2,-2,1,-22,i,-64,-26,-1,1,0
O=C(CSc1nc2ccccc2c(=O)n1Cc1ccc(F)cc1)NCc1cccs1,1,1,10,27,i,17,-11,0,-2,-8
Cc1ccc(C(C(=O)NC2CCCC2)N(Cc2ccco2)C(=O)CCC(=O)Nc2cc(C)on2)cc1 (stereo unspecified),-4,2,-18,5,i,6,-8,4,2,2
C=CCC(=O)N1CCCC(C(=O)c2ccc(Cl)cc2)C1 (stereo unspecified),3,-3,9,16,i,13,-12,0,1,1
Cc1ccc(N2CC(C(=O)N/N=C/c3cccc([N+](=O)[O-])c3)CC2=O)cc1 (stereo unspecified),2,-1,-12,31,i,5,-69,14,-1,7
O=C(NC1CCOc2ccccc21)C1CCCC1 (stereo unspecified),0,1,-12,18,i,18,0,-8,-3,-5
O=C1C2C3C=CC(C2C(=O)N1c1ccccc1O)C1C2C(=O)N(c4ccccc4O)C(=O)C2C31 (stereo unspecified),4,1,1,-4,i,21,-30,1,-2,-8
Cc1nn(C(C)C(=O)NCCc2ccccc2)c(=O)c2cc3occc3n12 (stereo unspecified),0,-1,1,9,i,-1,-10,-4,7,4
O=S(=O)(c1ccc(F)cc1)N1CCn2c(nc3ccccc32)C1,-5,-1,17,15,i,3,-14,7,0,-4
Cc1cccc(N=Nc2c(N)n[nH]c2N)c1,2,-1,-1,-47,i,17,-43,-3,0,-2
COc1ccc(C)cc1NC(=O)C1CCC(CNc2c(N3CCOCC3)c(=O)c2=O)CC1 (stereo unspecified),3,-1,5,3,i,29,-14,13,1,3
CC(C)(C)NC(=O)COC(=O)c1ccc(Cl)nc1,4,0,-5,5,i,29,-6,-3,-1,2
COc1ccc(-c2cc(C(F)(F)F)n3nc(C(=O)N4CCCC4)cc3n2)cc1,-2,-1,-3,-4,i,15,-6,-1,-2,-3
O=C(NC(=S)N(CCO)Cc1ccccc1)c1ccc(S(=O)(=O)N2CCCC2)cc1,1,-2,-1,-7,i,28,-44,-3,-2,-2
Cc1ccc(N(C)C(=O)C2CCCN2S(=O)(=O)c2ccc3c(c2)n(C)c(=O)c(=O)n3C)cc1 (stereo unspecified),2,-3,-16,-8,i,25,-7,-5,0,3
CCCCNC(=O)c1ccc(CS(=O)(=O)Cc2ccccc2F)o1,-1,0,13,4,i,11,-10,0,-2,-6
O=C1Nc2ccccc2C1Cc1ccccn1 (stereo unspecified),2,2,14,-15,i,16,-14,-1,0,1
COc1ccc(C(=O)NCC(=O)NCC(=O)OCC(=O)c2cccs2)cc1,0,2,-10,-8,i,8,12,-7,0,-2
COc1ccc(CNCc2ccc3c(c2)OCO3)cc1Br,1,-6,12,-8,i,6,-56,0,-5,2
COc1ccc(-c2nnc(SCc3ccc(C(=O)O)cc3)n2C)cc1OC,-2,-3,-5,9,i,50,-49,-7,-2,-1
CCN(CC)Cc1c(O)c(Cl)cc2c(C)cc(=O)oc12,0,-3,-13,-20,i,11,-30,-11,nt,-6
Cc1n[nH]c(=S)n1/N=C/c1c(O)ccc2ccccc12,nt,2,47,15,i,nt,-11,11,10,15
C#CCOCCOCCOCCNc1nc(N2CCN(C(=O)[C@H](Cc3cc4ccccc4[nH]3)n3cc([C@@H](N)C(C)CC)nn3)CC2)nc(N2CCN(C(=O)[C@H](Cc3cc4ccccc4[nH]3)n3cc([C@@H](N)CC(C)C)nn3)CC2)n1 (stereo partly specified),1,9,-13,-4,i,6,-6,-8,-1,-2
O=C(Nc1oc2ccc(Cl)cc2c(=O)c1-c1ccc(F)cc1)c1ccco1,0,3,-1,13,i,8,-11,-8,5,10
Cc1cccc(OCCCCN2CCNCC2)c1,0,nt,-5,3,i,17,nt,1,-4,nt
Cc1nnc(SCC(=O)NC(C)(C)C)n1NCc1c(F)cccc1Cl,2,2,-12,15,i,27,2,-3,9,7
CCC(=O)Nc1ccc(S(=O)(=O)N2CCCCC2)cc1OC,nt,-3,-3,14,i,nt,-8,1,-1,2
CCCNC(=O)c1ccc2c(c1)nc(C)n2-c1cccc(C)c1,1,4,-11,4,i,15,13,-1,-4,13
O=C(CC(=O)Nc1cccc(Cl)c1)N/N=C\c1ccccc1,0,0,-23,22,i,-2,-2,-3,-1,-1
Cc1ccc2c(c1)COc1c3ccc(C(=O)O)cc3nn1-2,-41,96*,-33,51,i,23,92*,-32,-5,-4
O=C(CN1CCC(NC(=O)C2CC2)CC1)Nc1ccccc1[N+](=O)[O-],2,7,34,-14,i,-8,-16,1,1,0
Clc1cccc(NCc2nnc(SCc3ccc(Cl)cc3Cl)o2)c1,2,1,-2,27,i,34,-14,-3,-3,-8
CC(=O)c1c(CSc2ccccc2)oc2ccc(O)c(CN(C)C)c12,0,0,-15,-63,i,23,-24,-8,-1,-3
Cc1cccc(NC(=O)CCC(=O)N/N=C/c2ccc(O)cc2O)c1,1,-3,-5,6,i,15,-4,0,-4,-1
COc1ccc(-c2ccc3oc(-c4ccc(OC)cc4)c(-c4cc(OC)c(OC)c(OC)c4)c3c2)cc1,1,nt,-19,21,i,9,nt,-2,0,nt
CSc1n[nH]c2nc3c(c(=O)n12)C1(CCCC1)Cc1ccccc1-3,0,3,6,2,i,14,-10,-1,-4,3
O=C(/C=C/c1cccnc1)c1ccc([N+](=O)[O-])cc1,1,3,5,-15,i,46,0,2,-1,6
COc1ccc(N2CCN(c3nc(NCCO)nc(N4CCOCC4)n3)CC2)cc1,-1,0,23,11,i,19,12,-7,7,-1
CC(=O)c1cccc(NC(=O)CCCNC(=O)c2ccc(Cl)cc2)c1,1,-1,-11,15,i,24,-25,2,0,1
COc1cc2c(cc1OC)C(C)N(C(=O)Nc1cc(C)cc(C)c1)CC2 (stereo unspecified),-3,-1,1,-38,i,-4,63*,-7,0,76*
COc1ccc(-c2csc(NNC3=NCCCCC3)n2)cc1,0,7,4,-63,i,7,-21,13,0,1
CC(C)(C)c1ccc(NC(=O)c2ccc3c(c2)S(=O)(=O)c2ccccc2C3=O)cc1,-5,nt,14,-19,i,9,nt,7,-3,nt

# Ordered by SMILES length (rising): part of the list above
SMILES,GSK3beta inhib,HSP90 inh,HSF1 activator,aSyn UTR inh,PolyA inhibitor,AI-2 QS modul,KLF5 inhibitor,HSF1 inhib,GSK3 alpha inh,IEC-6 tox
COc1ccccc1NC(=O)c1cc(=O)[nH]c2ccccc12,0,-2,-19,30,i,17,0,0,0,10
Cc1nnc(SCC(=O)NC(C)(C)C)n1NCc1c(F)cccc1Cl,2,2,-12,15,i,27,2,-3,9,7
CSc1n[nH]c2nc3c(c(=O)n12)C1(CCCC1)Cc1ccccc1-3,0,3,6,2,i,14,-10,-1,-4,3

# (continued)
SMILES,GSK3beta inhib,HSP90 inh,HSF1 activator,aSyn UTR inh,PolyA inhibitor,AI-2 QS modul,KLF5 inhibitor,HSF1 inhib,GSK3 alpha inh,IEC-6 tox
CCOC(=O)c1csc(-c2sccc2Br)n1,2,2,45,-60,i,21,-135,21,0,3
Cc1cc(OCC(=O)N2CCc3ccccc3C2)c2c(-c3ccccc3)cc(=O)oc2c1,0,4,17,-1,i,19,-23,2,2,-1
CC1CCN(CCCNC(=O)CCCNC(=O)Cn2cnc3sc4c(c3c2=O)CCCC4)CC1,-3,8,-14,5,i,4,-7,3,-6,5
Cc1ncc(CN2CCN(CCc3ccccc3)C(CCO)C2)s1 (stereo unspecified),-2,3,-9,8,i,19,19,-3,-1,3
CC(c1ccccc1)C1NC(C(=O)O)CS1 (stereo unspecified),3,-1,-6,0,i,16,-28,-6,0,3
O=C(c1ccc(NC(=S)NCc2ccco2)cc1)N1CCOCC1,1,2,9,-11,i,8,-15,0,-2,1
Cc1ccc(S(=O)(=O)c2cn(C)c3cc(N4CCOCC4)c(F)cc3c2=O)cc1,-3,-4,-5,2,i,27,-7,3,0,6
CN(CC(=O)Nc1ccccc1C(F)(F)F)Cc1c(O)ccc2ccccc12,1,-1,7,23,i,2,-3,-1,0,-4
CC1(C)Cc2cccc(OCC(=O)Nc3ccccc3C(F)(F)F)c2O1,2,-3,-1,6,i,24,-12,1,-2,7
COc1ccc(-c2oc3ccc(N4CCOCC4)cc3c2C#CC2(O)CCCCC2)cc1,0,nt,17,-118,i,8,nt,1,0,nt
O=C(NCC1CCCO1)C1CCC(=O)N1CCc1ccccc1 (stereo unspecified),2,0,-8,1,i,11,-5,1,-2,-6
O=C(NC1CCCCC1)C(c1ccccc1)N(C(=O)Cc1ccsc1)c1ccccc1 (stereo unspecified),1,0,-45,14,i,7,20,-28,0,5
O=C1COc2ccc(C(=O)COC(=O)c3ccccn3)cc2N1,0,nt,13,-2,i,9,nt,0,0,nt
CCCCn1c(=O)nc2n(-c3ccccc3)c3ccccc3cc-2c1=O,-6,3,-18,6,i,25,-5,-3,-1,5
CC(=O)c1cccc(N2C(=NC(=O)C(C)C)SC3CS(=O)(=O)CC32)c1 (stereo unspecified),1,1,-11,-8,i,9,-18,7,-4,5
Clc1ccc(-c2nc(C3CCCCC3)no2)cc1,-2,3,46,-160,i,-3,-18,28,-3,-6
O=C(COc1ccccc1Cl)NCCCNC(=O)c1ccco1,-1,-1,16,0,i,18,5,0,0,5
CCOc1ccc2nc(NC(=O)CN3C(=O)C4CCCCC4C3=O)sc2c1 (stereo unspecified),-3,nt,23,-54,i,-61,nt,11,7,nt
COc1cc(NC(=O)CCCSc2nc(-c3ccco3)cc(C(F)(F)F)n2)cc(OC)c1OC,0,2,-11,-10,i,19,-8,-1,-12,3
